High-throughput results as filed in PubChem BioAssay.
HP1b binding inh: HTS for Inhibitors of HP1-beta Chromodomain Interactions with Methylated Histone Tails. Potency, µM (series often up to 114 µM), for the others: at the highest dose activity change, negative = inhibition, hits mostly inhibitors. AlphaScreen HP1-beta / biotin-H3K9me3 peptide binding. Chromobox protein homolog 1 (Homo sapiens), P83916. AID 540317, 2011. 0.56% of 390,000 active; further: potency means the concentration at half of the fitted maximal effect; nearly all actives have a fitted effect of over 70% in size; inactives centre near 23
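Compound inhibition of the preformed complex between 50 nM HP1-beta and 50 nM biotinylated H3K9me3 peptide was read by AlphaScreen. Buffer was PBS pH 7.4 with 0.01% Tween-20. Incubations ran 30 min at room temperature, with 10 ug/mL donor/acceptor beads.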
JMJD2A Tudor: qHTS Assay for Inhibitors of JMJD2A-Tudor Domain; Potency, µM (titrated, usually from 114 µM), for the others: at the highest dose activity change, negative = inhibition, actives largely listed as inhibitors; 4.4% of 390,000 active; AlphaScreen JMJD2A-Tudor / H3K4me3 peptide binding; further: potency means the concentration at half of the fitted maximal effect; on the % scale 0 is the no-effect control and ±100 the full control effect; nearly all actives have a fitted effect of over 50% in size
G9a block: qHTS Assay for Inhibitors of Histone Lysine Methyltransferase G9a; Histone-lysine N-methyltransferase EHMT2 (Homo sapiens), Q96KQ7; G9a H3K9 monomethylation, AlphaScreen, 2 h; Potency, µM (highest dose often 102 µM), inactives show at the highest dose activity, negative = inhibition, usual class: inhibitors; 8.8% of 350,000 active; further: potency means the concentration at half of the fitted maximal effect; on the % scale 0 is the no-effect control and ±100 the full control effect; nearly all actives have a fitted effect of over 75% in size
Target sequence (Q96KQ7 913-1193 limits assumed): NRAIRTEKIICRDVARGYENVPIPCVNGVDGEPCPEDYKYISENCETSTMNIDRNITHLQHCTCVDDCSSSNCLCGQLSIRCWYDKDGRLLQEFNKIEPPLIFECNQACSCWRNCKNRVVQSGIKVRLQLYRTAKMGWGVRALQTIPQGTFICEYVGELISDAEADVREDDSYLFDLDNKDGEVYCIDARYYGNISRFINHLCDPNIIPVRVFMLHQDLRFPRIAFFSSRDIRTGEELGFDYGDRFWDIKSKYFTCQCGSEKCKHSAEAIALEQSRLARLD
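Quantitative HTS format: methyltransferase activity on a biotin-tagged H3K9 peptide is measured by AlphaScreen, using a rabbit anti-monomethyl-H3K9 antibody with streptavidin donor and anti-IgG acceptor beads. Final levels are 20 nM enzyme, 500 nM peptide, 20 uM SAM; 2 h RT.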
Pin1 inh: qHTS Assay to Find Inhibitors of Pin1 | Pin1 FP peptide displacement, HiFluor488, 10 min | Potency, µM (titrated, usually from 115 µM), without a hit: at the highest dose activity, negative = inhibition, most hits filed as inhibitors | Peptidyl-prolyl cis-trans isomerase NIMA-interacting 1 (Homo sapiens), Q13526 | 0.009% of 390,000 active; active means well fitted inhibition curve with a large enough effect in the polarisation, with a control signal flat, not every such curve was filed as active; inconclusive means small, poorly fitted or top-dose-only effect, or effect the other way, or a change in a side signal; inactive means no such curve, though single readings can be large or run the other way; the % refers to the polarisation; further: potency means the concentration at half of the fitted maximal effect; on the % scale 0 is the no-effect control and ±100 the full control effect
GLS inhibitor: qHTS for Inhibitors of Glutaminase (GLS) | Glutaminase kidney isoform, mitochondrial (Homo sapiens), O94925 | GLS enzymatic activity, qHTS titration | Potency, µM (highest dose often 45.5 µM), for inactives: top-dose activity change, negative = inhibition, most hits filed as inhibitors | 0.21% of 410,000 active | AID 624170, 2012; further: potency means the concentration at half of the fitted maximal effect; on the % scale 0 is the no-effect control and ±100 the full control effect
Target sequence (O94925 whole entry, looked up, canonical isoform): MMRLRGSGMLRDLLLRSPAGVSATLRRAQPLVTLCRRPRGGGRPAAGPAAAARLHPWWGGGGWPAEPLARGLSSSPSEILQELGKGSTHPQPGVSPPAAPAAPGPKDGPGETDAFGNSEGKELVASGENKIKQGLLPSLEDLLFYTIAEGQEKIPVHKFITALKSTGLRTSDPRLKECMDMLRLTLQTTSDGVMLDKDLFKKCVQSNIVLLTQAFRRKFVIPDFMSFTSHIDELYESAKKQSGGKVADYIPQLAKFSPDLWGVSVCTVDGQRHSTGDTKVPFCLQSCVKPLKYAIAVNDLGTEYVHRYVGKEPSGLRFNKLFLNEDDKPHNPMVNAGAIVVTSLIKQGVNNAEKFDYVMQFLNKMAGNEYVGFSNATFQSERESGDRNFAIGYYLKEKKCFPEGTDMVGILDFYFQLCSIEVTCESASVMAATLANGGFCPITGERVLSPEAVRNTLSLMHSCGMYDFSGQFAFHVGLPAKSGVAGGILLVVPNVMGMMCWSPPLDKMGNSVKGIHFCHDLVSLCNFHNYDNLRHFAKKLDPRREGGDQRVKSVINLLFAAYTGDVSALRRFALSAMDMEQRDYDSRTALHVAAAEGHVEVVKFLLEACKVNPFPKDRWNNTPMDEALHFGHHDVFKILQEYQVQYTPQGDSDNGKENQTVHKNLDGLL
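hKGA in 45 mM KH2PO4 (pH 8.2), 0.02% Tween-20 with compound, then 1mM L-Glutamine (stock as added) plus glutamate oxidase/HRP/Amplex red coupling mix. Fluorescence read initially and after 30 min at RT; signal change reflects glutamate formation.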
Pol eta inh: qHTS for Inhibitors of Polymerase Eta; recombinant Pol eta, fluorescent DNA replication assay; Potency, µM (doses to about 114 µM), for inactives: at the top dose activity change, negative = inhibition, usual class: inhibitors; 1.2% of 390,000 active; AID 588591, 2011; further: potency means the concentration at half of the fitted maximal effect; on the % scale 0 is the no-effect control and ±100 the full control effect
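Pol eta at 10 nM preincubated with compounds 15 min at room temperature; reaction started with fluorescent substrate (50 nM final) and read kinetically at 0 and 10 min.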
Tb PGK inh: qHTS Assay to Find Inhibitors of Phosphoglycerate Kinase; PGK/GAPDH coupled, Kinase-Glo luminescence, 60 min; Phosphoglycerate kinase, glycosomal (Trypanosoma brucei brucei), P07378; Potency, µM (series often up to 57.5 µM), inactives show at the top dose activity change, negative = inhibition, most hits filed as inhibitors; 0.043% of 380,000 active; further: potency means the concentration at half of the fitted maximal effect; on the % scale 0 is the no-effect control and ±100 the full control effect; nearly all actives have a fitted effect of over 60% in size
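Recombinant glycosomal PGK reaction used 1,3-bisphosphoglycerate generated in-well by GAPDH (100nM final) in 100mM TEA pH 7.6, 5mM MgCl2, 0.01% Tween-20. After 60 minutes at room temperature, ATP was read by Kinase-Glo Plus luminescence end-point.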
PI4K2A block: qHTS for small molecular inhibitors of PI4K2A; Phosphatidylinositol 4-kinase type 2-alpha (Homo sapiens), Q9BTU6; purified PI4K2A, ADP-Glo luminescence, 1 h; active compounds read low; activity change, negative = inhibition, % at 76.9 µM; 0.13% of 420,000 active; AID 1346378, 2018; in the data active means activity change below about -50%; inconclusive means mostly about -30% to -49%;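 further: -100% = wells without enzyme as full effect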
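Compounds are screened against recombinant PI4K2A using PI as substrate and ATP, the latter dispensed at 300 microM. Reactions run one hour at ambient temperature before ADP-Glo detection; full inhibition defined by wells lacking enzyme.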
BAZ2B block: qHTS Assay for Inhibitors of BAZ2B. Bromodomain adjacent to zinc finger domain protein 2B (Homo sapiens), Q9UIF8. AlphaScreen BAZ2B-H3K14Ac peptide displacement. Potency, µM (top dose mostly 114 µM), without a hit: top-dose activity change, negative = inhibition, usual class: inhibitors. 4.4% of 360,000 active. AID 504333, 2011; further: potency means the concentration at half of the fitted maximal effect; on the % scale 0 is the no-effect control and ±100 the full control effect; nearly all actives have a fitted effect of over 60% in size
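Multi-concentration screen (max 110 uM) measuring displacement of acetylated histone H3 peptide from BAZ2B by AlphaScreen, using 50 nM protein, 50 nM peptide and 10 ug/mL streptavidin donor plus Ni-chelate acceptor beads.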
* hit, by the source's call; i = inactive; ? = inconclusive; . = no result given; [ ] = dose if it differs, or a comment. Unless noted, the call rests on the fitted dose curve; in most records, active means well fitted curve in the direction sought with a large enough effect; inconclusive means small, poorly fitted or top-dose-only effect, or another doubt; inactive means no such curve, though single readings can be large; an effect the other way counts as inactive or inconclusive. Only part of the results is shown; rates above refer to the full screens.

compound	GLS inhibitor	G9a block	Pol eta inh	Tb PGK inh	HP1b binding inh	PI4K2A block	BAZ2B block	Pin1 inh	JMJD2A Tudor
CSCC[C@H](NC(=O)OC(C)(C)C)c1nnc(SCC(=O)N(C)C)o1	6.3%	-0.3%[59 µM]	-11.6%	0.0%	24.2%	-2.9	-23.6%	-1.0%	-5.3%
O=C(CCCNS(=O)(=O)c1ccc(Br)cc1)N1CC[C@@]2(O)CCCC[C@H]2C1	-3.1%	25.8%[59 µM]	-4.3%	-8.9%	26.6%	-14.0	13.0%	2.3%	-4.5%
CC(C)C[C@H](N)c1cn([C@@H](Cc2ccc(O)cc2)C(=O)N2CCNCC2)nn1	24.9%	3.1%[59 µM]	-9.3%	-9.6%	32.4%	0.0	-22.2%	-11.4%	-20.6%
CCc1nnc(NS(=O)(=O)c2ccc(NC(=O)COc3ccc(Cl)c(C)c3)cc2)s1	-0.6%	?	-27.5%	6.7%	33.1%	-0.5	-1.1%	?	-7.6%
CCCCOc1ccc(C(=O)Nc2ccc(CN3CCOCC3)cc2)cc1	-4.4%	4.4%[59 µM]	-15.8%	-0.6%	30.3%	-5.7	5.5%	-8.6%	3.3%
Cc1cc(=O)oc2cc(OCC(=O)N3CCCC(C)C3)ccc12 (stereo not drawn)	-1.2%	5.0%	-12.1%	-0.2%	31.1%	9.7	7.5%	-5.1%	-10.4%
COc1ccc(N2CCN(C(c3cccs3)C(C)NC(=O)C(=O)N3CCCC3)CC2)cc1 (stereo not drawn)	44.6%[activator]	44.7µM*	-8.8%	i	-3.7%	2.1	39.8µM*	-2.3%	?
N=c1sccn1CC(=O)Nc1ccccc1Sc1ccccc1	9.9%	-29.0%	3.6%	6.0%	17.7%	5.2	-18.4%	0.6%	-19.9%
Cc1[nH]c(=O)[nH]c(=O)c1S(=O)(=O)N1CCCC(C(=O)N2CCN(c3ccccc3Cl)CC2)C1 (stereo not drawn)	1.1%	22.7%[12.7 µM]	-8.7%	4.9%	28.2%	5.0	-3.7%	7.0%	-6.3%
COc1cc(-c2csc(N3CCOCC3)n2)cc(OC)c1OC	-6.4%	56.2µM*	-10.2%	i	13.7%	12.2	?	-5.8%	-23.6%
Cc1cc(C)c2c(n1)SCC(=O)N2CC(=O)Nc1ccc(F)cc1	-6.8%	-8.9%	-21.1%	-8.6%	40.9%[activator]	1.8	7.6%	22.8%	-6.3%
c1ccc2sc(-c3ccncc3)nc2c1	0.1%	13.6%	-18.7%	-13.9%	28.6%	-17.8	-2.8%	-1.8%	-0.7%
O=C1c2ccc(-c3ccc(F)cc3OCc3ccccc3)cc2S(=O)(=O)c2cccc(C(=O)N3CCCC3)c21	3.2%	20.5%[2.33 µM]	-7.3%	-4.1%	9.5%	-2.9	?	-10.4%	?
COc1ccc(Nc2nc(-c3ccccc3)c3cc(Br)ccc3n2)cc1	-1.6%	12.6µM*	-23.3%	i	10.8%	-0.6	?	39.0%[activator]	?
COC(=O)c1ccccc1NC(=O)CSc1ccccn1	7.3%	2.1%[59 µM]	-8.9%	-1.6%	50.8%	-0.6	0.2%	1.5%	-4.1%
COc1ccc(OC)c(NC(=O)CSc2nc(O)cc(=O)n2CC(C)C)c1	0.9%	.	-21.6%	-2.1%	30.6%[57 µM]	-9.1	.	36.3%[activator]	-26.2%
COc1cccc(/C=N/NC(=O)CCn2cnc3ccccc32)c1	5.5%	.	-2.1%	-2.4%	12.3%	-1.2	-5.6%	2.2%	-10.0%
CCOC(=O)c1c(C)sc2c1N(C(=O)CN(CC)CC)c1ccccc1S2	-6.1%	-14.5%[59 µM]	-12.0%	-4.5%	43.1%[activator]	1.9	-0.3%	0.3%	-14.5%[57.1 µM]
COc1ccc(-n2c(=O)c3ccccc3n(CC(=O)Nc3cccc(OC)c3)c2=O)cc1	-11.5%	-32.1%	?	4.4%	-6.7%	0.1	6.7%	-4.8%	-4.4%[11.4 µM]
O=C(NNS(=O)(=O)c1ccccc1F)c1cccc(S(=O)(=O)N2CCOCC2)c1	24.3%	?	-9.6%	5.2%	2.8%	-2.4	-5.2%	-1.6%	11.2µM*
CC(=O)N1CCN(c2ccc(NC(=O)c3ccccc3Cl)cc2)CC1	2.2%	.	-22.1%	3.9%	6.9%	6.5	-0.5%	-2.4%	?
CCc1ccc(CN2CCN(c3ncccn3)CC2)cc1	4.4%	5.6%[0.501 µM]	-19.5%	3.6%	-21.3%	-0.8	50.1µM*	-2.4%	20µM*
Cc1ccccc1Cn1c2ccccc2c2cnn(CC(=O)N3CCN(c4ccccc4)CC3)c(=O)c21	2.7%	-14.2%	-17.1%	-7.2%	13.7%	0.0	-25.3%	13.6%	-29.8%
COc1ccccc1N1CCN(C(=O)C(C)N(c2ccc(C)cc2)S(C)(=O)=O)CC1 (stereo not drawn)	10.2%	-36.7%[12.7 µM]	-17.2%	4.0%	21.0%	10.4	-25.2%	0.8%	-2.2%
COCCN(Cc1cc2ccc(C)cc2n2nnnc12)Cc1nnnn1C(C)(C)C	-2.1%	4.6%[59 µM]	-11.5%	-9.5%	29.5%	-1.9	6.5%	3.6%	-3.4%
C=CCOc1ccc(Br)cc1/C=C1\NC(=S)N(C(C)=O)C1=O	-3.8%	?	-5.1%	i	25.5%	-1.9	-5.2%	-1.6%	-15.8%
COC(=O)c1ccc(CNC(=O)c2ccc(S(=O)(=O)N3CCCC(C)C3)cc2)cc1 (stereo not drawn)	-6.2%	7.0%[12.7 µM]	-17.0%	-9.6%	2.6%	3.4	-21.7%	6.4%	-7.5%
COC(=O)C1C2C=CC3(CN(C(C)C)C(=O)C13)O2 (stereo not drawn)	-5.3%	6.2%	-12.5%	6.3%	41.6%[activator]	-1.2	6.6%	-3.3%	-9.3%
Cc1noc(C)c1NC(=O)N(C)C[C@H]1Oc2ccc(NC(=O)Cc3ccccc3)cc2C(=O)N([C@H](C)CO)C[C@@H]1C	1.1%	.	-2.2%	-0.5%	33.7%	-2.3	.	-8.8%	-14.7%
CC(C)(C)[C@H]1C=C(C(=O)NCc2ccccc2)O[C@@H](OCc2ccc(CO)cc2)C1	-8.1%	9.4%[59 µM]	-19.6%	-9.8%	29.7%	4.8	-4.0%	-4.0%	-9.7%
O=C(NCc1ccco1)C1CCN(C(=O)c2ccc(Cl)cc2Cl)CC1	-0.7%	-5.6%[59 µM]	1.9%	10.5%	7.7%	-2.7	-5.0%	-2.3%	-16.4%
CCCC1S/C(=N/N=C/c2ccco2)NC1=O (stereo not drawn)	-7.2%	-5.5%[59 µM]	-10.7%	-2.0%	30.7%	3.4	-10.4%	-8.5%	-11.1%
O=C(O)Cc1ccc(NC(=O)c2cccc(NC(=O)c3ccco3)c2)cc1	6.7%	.	?	6.0%	9.1%	3.6	-3.4%	1.9%	-2.8%
Nc1ccc(S(=O)(=O)Nc2nccc(/C=C/c3ccc(Cl)cc3)n2)cc1	-5.1%	14.4%	-15.5%	-7.2%	-7.1%	-5.6	-14.7%	-0.7%	-8.5%
O=C(CCN1CCN(c2ccccc2)CC1)Nc1cccc(Br)c1	9.3%	?	-21.3%	-6.6%	8.3%	1.0	-28.7%	-1.4%	-23.2%
O=C(c1ccccc1F)N1CCN(C(=O)C2CC2)CC1	6.7%	8.4%	6.3%	4.5%	9.4%	-4.5	-31.2%	-1.4%	-8.2%
O=C(Cc1ccccc1)N1CCCC(c2nc(-c3ccc(S(=O)(=O)N4CCCC4)cc3)no2)C1 (stereo not drawn)	-4.2%	-3.0%	-14.8%	-2.7%	23.4%	0.5	-26.0%	0.3%	-5.0%
COc1ccc(C(=O)C[N+]2(C)CCOCC2)cc1	-4.9%	12.6µM*	-7.2%	3.6%[11.5 µM]	25.6%	-2.7	?	5.3%	22.4µM*
CCOC(=O)N1CCN(C(=O)c2ccccc2SCC(=O)NCC2CCCCC2)CC1	15.8%	?	1.1%	8.9%	45.3%[activator]	-3.2	2.1%	-6.3%	-6.2%
CCC(=O)Nc1ccccc1-c1nc2ccccc2n(CC(=O)Nc2ccc(C)c(C)c2)c1=O	0.7%	?	-9.6%	-1.9%	18.5%	0.5	-15.9%	-8.2%	-12.6%
